LYPLA1 counter = counter-screen for PME1 inhibitors: inhibitors of human LYPLA1; recombinant LYPLA1, FP-Rh probe fluorescence polarization; inhibition, % at 5.9 µM; hit rate 0.16% among 320,000;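 active means inhibition above the mean of all tested compounds plus 3 SD, set per campaign, cut at about 14% in these data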;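 further: inhibitors block serine hydrolase probe labeling of LYPLA1 so polarization falls; 0% = enzyme with DMSO and 100% = wells lacking LYPLA1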
PAD4 FP inh = PAD4 (human) enzyme inhibition; Q9UM07; recombinant PAD4, RCA probe fluorescence polarization; inhibition, % at 6.36 µM; hit rate 0.41% among 330,000;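 active means percent inhibition above a cutoff equal to the mean of all tested compounds plus 3 SD, cut at about 15% in these data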;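 further: 0% = PAD4 with RCA probe and DMSO and 100% = probe without PAD4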
GSTO1 inh = blocks human GSTO1 in RBBP9 counter-screen; recombinant GSTO1, activity-based probe fluorescence polarization; inhibition, % at 5.96 µM; hit rate 1.1% among 300,000;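 active means inhibition above the campaign mean inhibition plus 3 SD, cut at about 35% in these data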;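 further: 0% = GSTO1-1 with DMSO and 100% = wells lacking GSTO1-1 enzyme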
PME-1 primary = blocks human protein phosphatase methylesterase 1; inhibition, % at 5.9 µM; Q9Y570; recombinant PME-1, FP-Rh probe fluorescence polarization; hit rate 0.53% among 320,000;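 active means inhibition above the campaign mean of all compounds plus 3 SD, cut at about 26% in these data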;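 further: competitive labeling of PME-1 active site by serine hydrolase directed probe; 0% = PME-1 with DMSO and 100% = wells lacking PME-1 enzyme; inhibitors block probe labeling so polarization falls and inhibition rises; many of its hits are not listed in these tables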
pPAFAH inh = pPAFAH (human) enzyme inhibition; Q13093; recombinant pPAFAH, FP-rhodamine probe fluorescence polarization; inhibition, % at 3.39 µM; hit rate 1.5% among 330,000; AID 463082;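 active means inhibition above the mean inhibition across the screen plus 3 SD, cut at about 25% in these data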;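 further: inhibitors block binding of the rhodamine activity-based probe so polarization drops; 0% = enzyme with DMSO and 100% = wells lacking pPAFAH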
PAFAH1B2 inh = PAFAH1B2 (human) inhibition. P68402. recombinant PAFAH1B2, FP-rhodamine activity probe, fluorescence polarization. inhibition, % at 3.39 µM. hit rate 1.2% among 340,000;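 active means inhibition above the mean of all tested compounds plus 3 SD, cut at about 24% in these data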;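 further: 0% = enzyme with DMSO and 100% = wells lacking PAFAH1B2; many of its hits are not listed in these tables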
LYPLA2 inh = counter-screen for PME1 inhibitors: inhibitors of human LYPLA2; recombinant LYPLA2, FP-Rh probe fluorescence polarization; inhibition, % at 5.9 µM; hit rate 0.38% among 320,000;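 active means inhibition above the screen-wide mean plus 3 SD, limit set per campaign, cut at about 26% in these data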;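 further: 0% = LYPLA2 with DMSO and 100% = wells lacking LYPLA2 enzyme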
Target sequence (O95372 whole entry, looked up): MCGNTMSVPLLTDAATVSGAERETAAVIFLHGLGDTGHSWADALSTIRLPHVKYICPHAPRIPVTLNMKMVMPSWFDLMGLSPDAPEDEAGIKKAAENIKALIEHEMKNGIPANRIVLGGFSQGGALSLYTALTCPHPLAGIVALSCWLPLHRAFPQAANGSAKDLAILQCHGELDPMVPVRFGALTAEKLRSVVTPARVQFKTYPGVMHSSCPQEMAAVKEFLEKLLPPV
PREPL inhibitor = human PREPL enzyme inhibition | hit rate 0.68% among 320,000 | inhibition, % at 5.96 µM | recombinant PREPL, fluorescence polarization activity-based probe; in the data active means inhibition above about 43%;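 further: 0% = enzyme with DMSO and 100% = wells lacking enzyme; many of its hits are not listed in these tables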
Target sequence (Q4J6C6 whole entry, looked up): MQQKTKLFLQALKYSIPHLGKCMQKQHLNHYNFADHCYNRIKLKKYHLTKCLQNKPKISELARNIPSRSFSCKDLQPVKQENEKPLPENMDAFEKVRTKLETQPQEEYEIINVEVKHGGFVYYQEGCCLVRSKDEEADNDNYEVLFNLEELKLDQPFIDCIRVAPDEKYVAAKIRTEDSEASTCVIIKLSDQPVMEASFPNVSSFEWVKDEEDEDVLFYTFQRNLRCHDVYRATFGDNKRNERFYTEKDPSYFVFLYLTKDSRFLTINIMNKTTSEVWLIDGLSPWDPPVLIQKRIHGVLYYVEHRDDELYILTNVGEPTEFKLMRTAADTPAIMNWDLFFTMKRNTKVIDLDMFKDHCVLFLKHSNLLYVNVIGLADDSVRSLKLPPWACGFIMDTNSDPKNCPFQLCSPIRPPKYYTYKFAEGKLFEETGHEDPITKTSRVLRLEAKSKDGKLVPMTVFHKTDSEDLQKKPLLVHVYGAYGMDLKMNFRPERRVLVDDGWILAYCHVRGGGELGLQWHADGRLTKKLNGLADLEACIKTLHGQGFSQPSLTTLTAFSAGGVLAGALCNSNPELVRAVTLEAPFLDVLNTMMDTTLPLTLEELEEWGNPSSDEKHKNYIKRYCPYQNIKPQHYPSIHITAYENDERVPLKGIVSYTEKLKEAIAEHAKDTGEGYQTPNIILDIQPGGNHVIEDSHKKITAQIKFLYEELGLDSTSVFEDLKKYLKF
PAFAH1B3 inh = blocks human PAF acetylhydrolase 1B catalytic subunit 3; inhibition, % at 3.39 µM; recombinant PAFAH1B3, FP-rhodamine probe, fluorescence polarization; AID 492972; hit rate 0.28% among 340,000; Q15102;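 active means inhibition above the screen-wide average of all tested compounds plus 3 SD, cut at about 25% in these data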;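 further: 0% = enzyme with DMSO only and 100% = wells lacking PAFAH1B3 protein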
* = called active by the depositor; x = no result given. Only part of the results is shown. The share of hits here may be higher or lower than overall.

SMILES | LYPLA1 counter | PAD4 FP inh | GSTO1 inh | PME-1 primary | pPAFAH inh | PAFAH1B2 inh | LYPLA2 inh | PREPL inhibitor | PAFAH1B3 inh
COc1cc2c(c(OC)c1)C(c1cccc(OC)c1OC)CC(=O)N2 (stereo unspecified) | 0 | 2 | 1 | 2 | -4 | 4 | 4 | 4 | 1
COc1ccc(CCc2nnc(CCC(=O)NCc3cnn(-c4ccccc4C)c3)o2)cc1 | 5 | -2 | 0 | 4 | 6 | 3 | 2 | 11 | 8
CCOC(=O)C(=O)C1=CN(Cc2ccccc2)C=C(C#N)C1 | -2 | -12 | 25 | 4 | 4 | 2 | 0 | 10 | 4
CCOC(=O)N1CCC(NC(=O)Cc2cn(C)c3ccccc23)CC1 | -2 | -1 | 4 | 3 | 6 | 2 | 9 | 13 | 1
CCCNC(=O)CCn1c(-c2ccc(C)cc2)cc(C(=O)OCC)c1C | -4 | -6 | 7 | 5 | 8 | -2 | -6 | 3 | 11
CC12CCC(=O)C=C1CCC1C2C(O)CC2(C)C1CCC2(O)C(=O)CO (stereo unspecified) | -3 | -4 | 3 | 2 | 4 | 2 | 3 | 0 | 2
Nc1cccc(C(=O)Nc2cccc3ncccc23)c1 | 2 | -7 | -1 | -3 | 1 | 0 | 0 | 5 | -2
CC1(C)CC(=O)c2cc(OCC(=O)N3CCN(c4ccccc4F)CC3)ccc2O1 | 3 | -4 | -2 | 2 | 6 | -3 | 6 | 15 | 5
FC(F)(F)c1cccc(CNC2CCN(Cc3ccccc3)CC2)c1 | -2 | -2 | 10 | -6 | -2 | -3 | 4 | 14 | -2
Cc1cccc(NC(=O)CSc2nnc(CN3CCOCC3)n2C)c1C | 0 | 6 | -2 | -3 | -1 | -2 | -2 | 21 | 5
C=CCn1c(O)c(N=NC(=O)CNC(=O)c2cccs2)c2ccccc21 | 4 | -1 | 4 | 6 | 0 | -1 | 6 | 9 | 5
Cc1nn(C)cc1CN(C)S(=O)(=O)c1cccc([N+](=O)[O-])c1 | -1 | -1 | 5 | 3 | 4 | 8 | -12 | 0 | 4
CC(=O)NC1C(OCc2cccc(Br)c2)OC(COC(C)=O)C(OC(C)=O)C1OC(C)=O (stereo unspecified) | 1 | 3 | 8 | 8 | 4 | 1 | 5 | 5 | 9
COCCCNC(=O)C1CC(=O)N(CCc2ccc(OC)c(OC)c2)C1 (stereo unspecified) | -1 | -1 | 5 | -12 | 4 | 1 | -1 | 17 | 0
O=C(Nc1ccc(S(=O)(=O)NCc2cccnc2)cc1)c1ccco1 | -1 | -2 | -3 | -2 | -2 | 1 | 10 | 7 | 5

Two of the compounds above, with two lines to a compound.
Value order: LYPLA1 counter	PAD4 FP inh	GSTO1 inh	PME-1 primary	pPAFAH inh	PAFAH1B2 inh	LYPLA2 inh	PREPL inhibitor	PAFAH1B3 inh
Nc1cccc(C(=O)Nc2cccc3ncccc23)c1
 : 2	-7	-1	-3	1	0	0	5	-2
CC1(C)CC(=O)c2cc(OCC(=O)N3CCN(c4ccccc4F)CC3)ccc2O1
 : 3	-4	-2	2	6	-3	6	15	5

The listing continues.
SMILES | LYPLA1 counter | PAD4 FP inh | GSTO1 inh | PME-1 primary | pPAFAH inh | PAFAH1B2 inh | LYPLA2 inh | PREPL inhibitor | PAFAH1B3 inh
O=C(CSc1nnc(CNC(=O)c2ccccc2F)o1)NC1CCCC1 | 1 | -2 | -4 | -2 | 3 | 3 | 0 | 5 | -1
C=CCOc1ccc(-c2n[nH]c(=S)o2)cc1 | 2 | 6 | 6 | 1 | 1 | 2 | 9 | 10 | 10
C=CCSc1nnc2c(n1)OC(C)=Nc1ccc(Br)cc1-2 | 3 | 0 | -1 | -5 | -1 | 4 | 3 | -2 | 5
Cc1c(C(=O)Nc2cccc(Cl)c2)oc2ccc(S(=O)(=O)N3CCC4(CC3)OCCO4)cc12 | -4 | 2 | 6 | -4 | -6 | 0 | 0 | 13 | 2
Cc1ccc(Nc2nc(CSc3nnc(-c4ccc(F)cc4)n3C)cs2)cc1 | 1 | -4 | -4 | 9 | 9 | 6 | 5 | 34 | -2
O=C(CCCc1ccccc1)NCc1ccc(F)cc1 | -1 | 1 | 9 | 1 | -1 | 0 | -3 | -3 | 3
O=C(CSc1ncnc2c1sc1ccccc12)Nc1ccc(Br)cc1 | -5 | -6 | -1 | -4 | 0 | 1 | -3 | -7 | 6
O=C(NNC(=O)c1cccnc1)Nc1ccccc1 | 0 | -3 | -2 | 6 | 1 | -2 | 8 | 1 | -10
COc1ccc(-c2nc(NC(=O)C3CCN(c4nc5ccccc5o4)CC3)sc2C)cc1 | -9 | 2 | -6 | 11 | -1 | 10 | -1 | 11 | 8
Clc1cccc(Cl)c1Cn1cnc2c(NCc3ccco3)ncnc21 | 1 | -1 | -2 | 2 | -1 | 2 | 8 | 3 | -1
CCc1ccc(NC(=O)CS(=O)CC(=O)Nc2ccc(F)cc2F)cc1 (stereo unspecified) | 0 | -4 | 2 | -5 | 3 | 4 | -2 | 4 | 4
CN(CC(=O)NCc1ccc(F)cc1)Cc1ccc(Br)cc1 | 0 | -4 | 4 | 5 | -1 | 25* | 1 | -14 | -1
COc1ccc(CNC(=O)C/C(C)=N/NC(=O)COc2cccc(C)c2)cc1 | 3 | -5 | 7 | -1 | 3 | 2 | -2 | 9 | 5
COc1cc(/C=C/C(=O)OCC(=O)NCCN2C(=O)CSC2=O)ccc1OCC#N | -4 | 0 | x | 2 | -3 | 7 | -5 | -2 | 2
CCCCN1C(Nc2ccccc2)=NC[C@@H]1CC(C)C | -6 | 6 | 1 | -10 | -1 | -3 | -3 | 1 | -9
CC(=O)Nc1ccc(Nc2nc(Cl)nc(Nc3ccc(NC(C)=O)cc3)n2)cc1 | -3 | 19* | 5 | 5 | 2 | 0 | -6 | -2 | -4
CN(Cc1ccccc1)C(NC(=O)c1ccccc1)C(Cl)(Cl)Cl (stereo unspecified) | 2 | 2 | 8 | 2 | 2 | -2 | 1 | 4 | 2
O=C(CCNC(=O)N1CC(=O)Nc2ccccc21)NCc1ccc(F)cc1 | -4 | -3 | -2 | -4 | 3 | 11 | 0 | -2 | 9
Cc1cc(C(=O)N/N=C/c2ccc[nH]2)n[nH]1 | 0 | -5 | 1 | -3 | 1 | -5 | 0 | 2 | 13
S=c1nc(-c2ccccc2)n(CCN2CCOCC2)c2c1CCCC2 | 2 | -4 | 5 | 1 | 1 | -5 | 6 | 13 | -9
O=C(NC1CCN(C(=O)Nc2ccccc2)CC1)C1CCCCC1 | -1 | 1 | -1 | -2 | 2 | -3 | 1 | 8 | -3
CCCCN(CCCNC(=O)CN1C(=O)COc2ccccc21)c1ccccc1 | -2 | 2 | 2 | 3 | 9 | 3 | 3 | 22 | 4
O=C1CCC([N+](=O)[O-])C(c2cc3c(cc2Cl)OCO3)N1 (stereo unspecified) | -3 | -1 | 1 | -2 | 3 | 1 | -1 | 2 | -2
CN1CCC(OC(=O)COc2ccc(Cl)cc2Cl)CC1 | 4 | -2 | 11 | -1 | 8 | 3 | 0 | -6 | -1
COc1ccc(-c2cn3cccnc3n2)cc1NC(=O)C(C)C | 1 | -4 | 1 | -2 | 5 | -7 | 11 | 5 | 9
Cc1ccc(Cl)c(NC(=O)COC(=O)C2CCC2)c1Cl | 3 | -1 | 5 | -2 | 19 | 0 | -3 | -3 | 1
O=C(Nc1ccccc1NC(=O)c1ccccc1Cl)c1ccccc1Cl | -2 | 2 | 7 | 3 | -3 | 4 | 1 | -10 | -2
CCc1cc(=O)oc2c(C)c(OCC(=O)NCc3ccccn3)ccc12 | -1 | -4 | -1 | 3 | 4 | -6 | 0 | 1 | 3
Cc1ccc(NC(=O)Cn2nc(C)c3ccccc3c2=O)c(C)c1 | -6 | -12 | 4 | -2 | -4 | 0 | -2 | 0 | 13
COc1cc(/C=N/NC(=O)c2nonc2C)ccc1O | 2 | 0 | -2 | 10 | -2 | 0 | 7 | 9 | 5

Some entries already given, limited to PREPL inhibitor:
mol	PREPL inhibitor
O=C1CCC([N+](=O)[O-])C(c2cc3c(cc2Cl)OCO3)N1 (stereo unspecified)	2
CN1CCC(OC(=O)COc2ccc(Cl)cc2Cl)CC1	-6
COc1ccc(-c2cn3cccnc3n2)cc1NC(=O)C(C)C	5

(further entries)
SMILES | LYPLA1 counter | PAD4 FP inh | GSTO1 inh | PME-1 primary | pPAFAH inh | PAFAH1B2 inh | LYPLA2 inh | PREPL inhibitor | PAFAH1B3 inh
CCOC(=O)c1sc(N)c(C(=O)OCC)c1COC(=O)C1CC(=O)N(Cc2ccco2)C1 (stereo unspecified) | 2 | 2 | 1 | 5 | 6 | 1 | 1 | 5 | -1
COc1ccc([C@H]2[C@H](C(=O)C(C)(C)C)N3N=Cc4ccccc4C3[C@]23N=C(c2ccccc2)OC3=O)cc1OC (stereo partly specified) | -3 | -5 | -3 | 3 | 4 | -2 | 4 | 28 | 5
COc1ccc(S(=O)(=O)N2CCN(C3CCCC(C)C3)CC2)cc1 (stereo unspecified) | -4 | -4 | 2 | 5 | 2 | 5 | 6 | 8 | -3
O=C(NC1(C(F)(F)F)NC(=O)N(Cc2cccnc2)C1=O)c1cccs1 (stereo unspecified) | -1 | -2 | -4 | -1 | 6 | 0 | -3 | -2 | 1
CCOC(=O)c1c(C)oc2cc(Br)c(OCC(N)=O)cc12 | 1 | -2 | 2 | 2 | 0 | -2 | 0 | 9 | -4
CCOC(=O)c1ccc(N2C(=O)c3n[nH]c(-c4ccco4)c3C2c2ccc([N+](=O)[O-])cc2)cc1 (stereo unspecified) | -20 | -9 | -12 | -25 | -4 | -9 | -43 | 43 | -11
CCOC(=O)Cc1[nH]nc2c1C(C1C=CCCC1)C(C#N)=C(N)O2 (stereo unspecified) | 2 | 0 | 19 | 7 | 10 | 5 | 1 | -17 | 2
COc1cccc(C2C3=C(CCCC3=O)NC3=C2C(=O)c2ccccc23)c1 (stereo unspecified) | -1 | -5 | -3 | -2 | 8 | x | -9 | 22 | x
CCOc1cccc(C(=O)Nc2ccccc2C(=O)N2CCOCC2)c1 | -2 | -4 | 3 | 6 | 3 | -3 | 0 | 0 | 3
CC1Cc2cc(-c3csc(N)n3)ccc2O1 (stereo unspecified) | 0 | -2 | 0 | 5 | 7 | -2 | 3 | 0 | 6
Cc1nc(CC(=O)O)c(-c2ccccc2)s1 | 1 | -7 | -1 | -4 | -3 | 1 | 5 | 12 | 12
CNC(=O)C(=O)NCC1OCCN1S(=O)(=O)c1ccc(C)cc1 (stereo unspecified) | -1 | 2 | 1 | -7 | 2 | 5 | 0 | -5 | 7
C=CC[n+]1c(-c2ccc(C)cc2)csc1NNC(=O)Nc1ccccc1 | -4 | -18 | -8 | -8 | 9 | 2 | -10 | 10 | 4
Nc1nnn(CC(=O)N/N=C/c2cccc3ccccc23)n1 | -4 | 0 | -4 | -6 | 2 | 1 | 4 | -5 | 6
Cc1scc(C(=O)N/N=C/c2ccsc2)c1C | 4 | 1 | -5 | 2 | 1 | -8 | 5 | 4 | 5
COc1ccc(C2c3ccc4ccccc4c3Oc3ncn4nc(Cc5ccccc5)nc4c32)cc1OC (stereo unspecified) | 0 | -9 | 5 | -5 | -2 | 0 | -6 | 12 | -6
CCCCC[n+]1ccn(-c2nc3ccccc3nc2[N-]S(=O)(=O)c2ccc(C)cc2)c1 | 4 | 6 | 5 | 1 | 6 | 4 | 12 | -3 | 10

Bioassay records: PubChem BioAssay, The Scripps Research Institute Molecular Screening Center
